CHRM1 agonist: agonists of human M1 muscarinic receptor. activation, % at 3 µM. P11229. 0.33% of 360,000 active. CHO-K1 hM1, Fluo-8 calcium fluorescence, agonist mode; 0% DMSO, 100% acetylcholine EC100;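 active means activation above the run's mean compound activation plus 3 SD, cut at about 16% in these data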;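 further: peak over basal fluorescence ratio within a 140 s kinetic read after compound addition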
M1 ag parental: nonselective activator or artifact in parental CHO-K1 cells. Fluo-8 calcium fluorescence; scaled to maximal ATP response, vehicle zero. activation, % at 3 µM. 0.48% of 360,000 active. AID 602248; in the data active means activation above about 15%;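 further: untransfected CHO-K1 host cells lacking M1 receptor as counterscreen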
TAAR1 antagonist: antagonists of human TAAR1 | Q96RJ0 | CHO RD-HGA16 TAAR1, Fluo-8 calcium fluorescence, antagonist | inhibition, % at 3 µM | 1.5% of 360,000 active | AID 624466;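 active means inhibition above a per-plate cutoff, the mean inhibition of test compounds on that plate plus 3 SD, cut at about 49% in these data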;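 further: 0% = DMSO plus EC80 beta-PEA response and 100% = DMSO alone without agonist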
Target sequence (Q96RJ0 whole entry, looked up): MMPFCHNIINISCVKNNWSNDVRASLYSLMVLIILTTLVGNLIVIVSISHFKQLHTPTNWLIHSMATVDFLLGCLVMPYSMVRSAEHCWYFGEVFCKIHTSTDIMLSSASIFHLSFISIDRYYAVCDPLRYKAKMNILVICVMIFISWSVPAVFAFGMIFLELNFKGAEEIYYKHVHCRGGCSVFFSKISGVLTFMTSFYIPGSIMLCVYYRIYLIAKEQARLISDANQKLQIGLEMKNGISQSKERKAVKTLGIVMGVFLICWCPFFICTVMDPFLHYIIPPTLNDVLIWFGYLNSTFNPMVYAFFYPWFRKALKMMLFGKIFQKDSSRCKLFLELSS
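Test system – hTAAR1-expressing CHO RD-HGA16 cells, Gα16-coupled · Also added – β-PEA at EC80 concentration, post-compound challenge · Compound – 3 µM, single point · Incubation – dye loading 75 min at 37 °C, then 30 min room temperature · Measured by – Fluo-8 intracellular calcium dye fluorescence, real-time kinetic reads · Benchmarks – vehicle and agonist controls · Replicates – singlicate, one well per test compound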
CHO-K1 Ca PAM: M1 PAM counterscreen hit in parental CHO-K1 cells | ATP EC20, Fluo-8 calcium fluorescence; 0% at ATP EC20, 100% at ATP max | activation, % at 3 µM | 0.02% of 360,000 active | AID 602247;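 active means activation above the run cutoff, the mean activation of all test compounds plus 3 SD, cut at about 40% in these data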;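 further: peak over basal fluorescence ratio in a 140 s read after ATP addition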
CHO-K1 Ca antag: counter-screen for M1 antagonists: effect in parental CHO-K1 cells; ATP-induced calcium, Fluo-8 fluorescence; inhibition, % at 3 µM; 0.6% of 360,000 active;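 active means inhibition above a per-plate cutoff, the plate's mean sample inhibition plus 3 SD, cut at about 24% in these data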;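 further: 0% = DMSO plus EC80 ATP and 100% = DMSO alone without ATP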
V1R ag counter: activates human V1a receptor in oxytocin agonist counter-screen. CHO-V1R cells, Fluo-8 calcium fluorescence, agonist mode; 0% DMSO, 100% 3 nM vasopressin. activation, % at 3 µM. 0.25% of 320,000 active. AID 2797;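 active means activation above the mean activation of all tested compounds plus 3 SD, per screening run, cut at about 20% in these data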;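 further: signal is peak over basal fluorescence ratio across a 100 second FLIPR read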
TAAR1 agonist: human TAAR1 agonism; AID 624467; 0.99% of 360,000 active; Q96RJ0; CHO RD-HGA16 TAAR1, Fluo-8 calcium fluorescence; vehicle wells 0%, saturating PEA agonist 100%; activation, % at 3 µM;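 active means activation above the mean activation of all test compounds in the run plus 3 SD, cut at about 38% in these data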
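Repeats: no replicates (n 1) | Material: CHO-derived RD-HGA16 cells with stable Gα16 and human TAAR1 | Technique: Kinetic Fluo-8 calcium fluorescence | Schedule: 17-24 h seeding, 75 min 37 °C dye, 30 min RT | Evaluation: % activation from peak over basal fluorescence ratio, DMSO-to-PEA scaled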
CHO parental Ca: counter-screen: ATP calcium response change in parental CHO cells; parental CHO-K1, ATP-induced calcium, Fluo-8 fluorescence; inhibition, % at 5.6 µM; 0.63% of 330,000 active;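 active means inhibition above that plate's mean sample inhibition plus 3 SD, cut at about 26% in these data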;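 further: 0% = ATP-challenged DMSO wells and 100% = DMSO wells without ATP; some compounds past the cut are filed as inactive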
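material = parental CHO cells | also added = ATP as calcium-mobilizing challenge | dosing = single point at 5.6 µM | detection = intracellular calcium via Fluo-8 no-wash fluorescent dye | read-out = % inhibition | benchmarks = low control ATP plus DMSO, high control DMSO only | repeats = one well per compound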
OXTR potentiator: potentiators of human oxytocin receptor; activation, % at 3 µM; 0.061% of 320,000 active; P30559; CHO-OTR cells, Fluo-8 calcium fluorescence, potentiator mode; 0% = oxytocin EC15, 100% = EC100;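 active means activation above that plate's cutoff, the mean activation of tested compounds plus 3 SD, cut at about 6.6% in these data, passing the limit was not always enough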;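 further: 100% uses oxytocin at 75 nM as the full agonist control; some results filed as inactive read as strong as hits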
Target sequence (P30559 whole entry, looked up): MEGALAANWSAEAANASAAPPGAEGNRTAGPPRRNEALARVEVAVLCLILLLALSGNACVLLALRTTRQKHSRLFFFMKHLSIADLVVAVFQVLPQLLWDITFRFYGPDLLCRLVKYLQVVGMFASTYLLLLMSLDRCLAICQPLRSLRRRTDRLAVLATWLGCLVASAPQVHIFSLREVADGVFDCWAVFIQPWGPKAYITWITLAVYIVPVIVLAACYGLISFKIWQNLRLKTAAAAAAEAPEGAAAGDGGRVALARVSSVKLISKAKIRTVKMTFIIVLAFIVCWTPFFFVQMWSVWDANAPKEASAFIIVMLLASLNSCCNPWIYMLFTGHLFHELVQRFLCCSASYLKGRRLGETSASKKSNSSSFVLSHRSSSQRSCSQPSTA
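Measured by – Fluo-8 calcium dye fluorescence · Test system – human OTR in CHO cells · Dosing – one concentration, 3.0 µM compound · Controls – EC15 oxytocin alone as 0%, 75 nM oxytocin as 100% · Evaluation – normalized max/min fluorescence ratio, % activation · Timing – 6 min pre-incubation, 100 s read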
* hit, by the source's call; nt = not tested or not shown.

SMILES	CHRM1 agonist	M1 ag parental	TAAR1 antagonist	CHO-K1 Ca PAM	CHO-K1 Ca antag	V1R ag counter	TAAR1 agonist	CHO parental Ca	OXTR potentiator
COc1ccc(CCC(=O)NNC(=O)Nc2ccc(C(C)=O)cc2)cc1	-1	1.1	-15	12	-6	0.7	1	-4	-6
COC(=O)CSc1[nH]c(=O)cc(C)c1C#N	-3	0.4	7	19	-7	0.3	10	7	-2
Cc1ccc(-n2nnnc2SCC(=O)N2CCc3ccccc3C2)cc1	-7	-0.6	-15	-3	-4	-0.4	10	-22	-5
Cc1ccc(-c2cc(-c3ccccc3)nc(NN)n2)cc1	-7	-0.3	-17	12	-10	-1.3	-3	-2	-9
O=C(OCc1ccc([N+](=O)[O-])cc1)C1CCN(S(=O)(=O)c2ccccc2)CC1	-7	12	18	14	4	5.9	2	5	-13
CC(C)[C@H](NC(=O)N1CCn2c1nc1ccccc12)C(=O)NCc1ccccc1Cl	-3	0.8	-15	11	-15	1.9	-2	-22	-6
CCN(CC)C(=O)c1sc(NC(=O)c2ccc(C)c([N+](=O)[O-])c2)c(C#N)c1C	1	1.3	-12	10	-1	4.6	14	6	-14
COc1ccc(C(=O)/C=C/c2cn(CC(O)CN3CCOCC3)c3ccccc23)cc1 (configuration not stated)	-5	5.0	nt	24	-10	4.4	nt	2	-8
CCCC(=O)N1CCC1(C)C(=O)Nc1cccc(F)c1 (configuration not stated)	0	1.1	nt	12	-2	nt	nt	nt	nt
COc1cc(/C=C/C(=O)OCC(=O)N2CCc3ccccc3C2)ccc1O	0	2.0	0	-9	-6	4.2	5	-22	-3
COC1(NC(=O)c2ccccc2)C(C)=CC(=O)C=C1C	-6	2.2	-6	6	12	1.2	1	8	-7
COc1ccccc1C1CC(c2ccccc2)=NN1S(=O)(=O)c1ccccc1 (configuration not stated)	-2	0.0	-12	-4	-11	-0.5	2	7	-8
CCn1c(C)nc2cc(C(=O)NN=Cc3ccccc3OC(F)F)ccc21	-2	0.5	19	8	-6	2.0	8	1	2
COc1ccc(C(O)(C(=O)NNc2ccc(C)cc2)c2cccs2)cc1 (configuration not stated)	-2	-0.1	10	9	-7	-1.3	13	-21	-10
CC(C)CN1C(=O)C(=O)N(CC(=O)N2CCN(c3ccccc3)CC2)C1=O	-2	2.5	3	6	-1	0.3	1	-16	-3
COc1ccccc1Cc1c(-c2ccc(F)cc2)nc2cc(C)c(Br)c(C)n12	nt	0.2	-8	6	-2	nt	4	nt	nt
Cc1ccccc1-n1c(=S)[nH]c2nc3c(cc2c1=O)CCCC3	-5	0.4	-5	-11	-7	0.5	-1	-10	-1
O=C(COC(=O)C1CC(=O)N(Cc2ccccc2)C1)Nc1ccc2c(c1)OCO2 (configuration not stated)	-3	0.9	6	18	-9	0.5	5	-9	-5
CC(C)n1cc(-c2nc(C(=O)NN)cs2)c(=O)n(Cc2ccccc2)c1=O	-2	2.4	26	-8	1	3.1	9	-2	1
O=C(COc1ccccc1)NCc1nnc(SCC(=O)Nc2nccs2)n1-c1ccccc1	-2	0.5	7	22	-6	0.5	1	3	-3
Cc1cc(C)n(-c2ccc(C(=O)OCC(=O)Nc3ccc(Cl)c(S(=O)(=O)N(C)C)c3)cc2)n1	-4	10	38	2	-15	5.8	15	-7	-10
CCOC(=O)C(NC(=O)c1cccc(Cl)c1)(OCc1ccc(F)cc1)C(F)(F)F (configuration not stated)	-9	0.5	30	24	-10	-0.4	9	-23	4
Cc1ccnc(NC(=O)CNC(=O)c2ccc3ccccc3c2)c1	-3	0.5	-6	7	1	0.3	3	-18	-3
CCc1ccc(NS(=O)(=O)c2c(C(=O)N3CCOCC3)c(C)n(C)c2C)cc1	-3	-0.7	-11	9	2	-0.5	-1	7	-3

Arranged by molecular weight (rising): part of the list above
SMILES	CHRM1 agonist	M1 ag parental	TAAR1 antagonist	CHO-K1 Ca PAM	CHO-K1 Ca antag	V1R ag counter	TAAR1 agonist	CHO parental Ca	OXTR potentiator
COC1(NC(=O)c2ccccc2)C(C)=CC(=O)C=C1C	-6	2.2	-6	6	12	1.2	1	8	-7
Cc1ccnc(NC(=O)CNC(=O)c2ccc3ccccc3c2)c1	-3	0.5	-6	7	1	0.3	3	-18	-3
Cc1ccccc1-n1c(=S)[nH]c2nc3c(cc2c1=O)CCCC3	-5	0.4	-5	-11	-7	0.5	-1	-10	-1
COc1cc(/C=C/C(=O)OCC(=O)N2CCc3ccccc3C2)ccc1O	0	2.0	0	-9	-6	4.2	5	-22	-3
COc1ccc(C(O)(C(=O)NNc2ccc(C)cc2)c2cccs2)cc1 (configuration not stated)	-2	-0.1	10	9	-7	-1.3	13	-21	-10
CC(C)CN1C(=O)C(=O)N(CC(=O)N2CCN(c3ccccc3)CC2)C1=O	-2	2.5	3	6	-1	0.3	1	-16	-3
CC(C)n1cc(-c2nc(C(=O)NN)cs2)c(=O)n(Cc2ccccc2)c1=O	-2	2.4	26	-8	1	3.1	9	-2	1
COc1ccccc1C1CC(c2ccccc2)=NN1S(=O)(=O)c1ccccc1 (configuration not stated)	-2	0.0	-12	-4	-11	-0.5	2	7	-8
CCOC(=O)C(NC(=O)c1cccc(Cl)c1)(OCc1ccc(F)cc1)C(F)(F)F (configuration not stated)	-9	0.5	30	24	-10	-0.4	9	-23	4
COc1ccccc1Cc1c(-c2ccc(F)cc2)nc2cc(C)c(Br)c(C)n12	nt	0.2	-8	6	-2	nt	4	nt	nt
O=C(COc1ccccc1)NCc1nnc(SCC(=O)Nc2nccs2)n1-c1ccccc1	-2	0.5	7	22	-6	0.5	1	3	-3
Cc1cc(C)n(-c2ccc(C(=O)OCC(=O)Nc3ccc(Cl)c(S(=O)(=O)N(C)C)c3)cc2)n1	-4	10	38	2	-15	5.8	15	-7	-10

(continued)
SMILES	CHRM1 agonist	M1 ag parental	TAAR1 antagonist	CHO-K1 Ca PAM	CHO-K1 Ca antag	V1R ag counter	TAAR1 agonist	CHO parental Ca	OXTR potentiator
CS(=O)(=O)c1ccc(-c2csc(-c3cccnc3)n2)cc1	-4	1.6	-6	1	-10	3.5	1	4	-13
COc1ccccc1CNC(=O)c1cccc(S(=O)(=O)N2CCCC2)c1	-6	0.6	3	10	-6	nt	-2	nt	nt
CCOC(=O)C=C(OC(=O)c1ccc(OC)cc1)c1ccccc1	0	-0.4	-4	-23	9	nt	0	nt	nt
Cc1ccccc1S(=O)(=O)NC(=O)C1(C)CCN1C(=O)c1ccccc1CCc1ccccc1 (configuration not stated)	-4	0.5	-5	13	-14	nt	-1	nt	nt
COC(=O)c1cccc(NC(=O)Nc2ccc(Cl)cc2)c1	5	14	23	-6	11	14	11	46*	-20
O=C(NC1CCCCCC1)c1ccc2c(=O)n3c(nc2c1)CCCCC3	-5	0.9	15	-3	5	0.0	5	-18	-5
CCN(CC(=O)NCCc1ccccc1)S(=O)(=O)c1ccc(Br)cc1	-5	2.6	-13	6	-14	0.2	6	7	-6
COc1ccc(-c2[nH]ncc2CN(C)Cc2nonc2C)c(OC)c1	-3	0.2	-11	13	-4	0.5	3	-16	-2
NC(=O)CCN1CCC(c2nc3ccccc3s2)CC1	-6	0.7	11	-2	-15	-0.5	2	3	-4
Clc1cccc(N/N=C/c2ccc(N3CCOCC3)s2)c1	-5	2.4	20	29	-1	0.9	0	-7	-3
O=C(CN1CCc2ccccc2C1)NCc1ccco1	-5	1.2	-6	17	-5	0.7	23	-8	-3
O=C(Nc1cccc(Cl)c1Cl)c1ccncc1	-4	-0.3	-5	1	2	0.5	1	6	-3

One compound at a time, as listed above:
COC(=O)CSc1[nH]c(=O)cc(C)c1C#N reads CHRM1 agonist = -3; M1 ag parental = 0.4; TAAR1 antagonist = 7; CHO-K1 Ca PAM = 19; CHO-K1 Ca antag = -7; V1R ag counter = 0.3; TAAR1 agonist = 10; CHO parental Ca = 7; OXTR potentiator = -2
Cc1cc(C)n(-c2ccc(C(=O)OCC(=O)Nc3ccc(Cl)c(S(=O)(=O)N(C)C)c3)cc2)n1 reads CHRM1 agonist = -4; M1 ag parental = 10; TAAR1 antagonist = 38; CHO-K1 Ca PAM = 2; CHO-K1 Ca antag = -15; V1R ag counter = 5.8; TAAR1 agonist = 15; CHO parental Ca = -7; OXTR potentiator = -10

The listing continues.
SMILES	CHRM1 agonist	M1 ag parental	TAAR1 antagonist	CHO-K1 Ca PAM	CHO-K1 Ca antag	V1R ag counter	TAAR1 agonist	CHO parental Ca	OXTR potentiator
Cc1ccc(C(=O)C2C(=O)C3CCC2C3)cc1 (configuration not stated)	-3	-0.2	0	-9	1	nt	3	nt	nt
COc1cccc(N2CCN(CC(=O)Nc3ccc(SC(F)F)cc3)CC2)c1	-6	1.6	-13	19	-14	2.9	0	-10	-5
O=C(c1ccco1)N1CCN(C(c2ccc(F)cc2)c2nnnn2Cc2cccs2)CC1 (configuration not stated)	-2	2.3	3	15	-12	1.4	10	-4	-6
NC(=O)c1ccccc1NS(=O)(=O)Cc1ccc(Cl)cc1	-2	0.9	0	11	-12	0.5	2	-3	-5
Cc1c(C(=O)NC(C)c2ccccn2)oc2c(Cl)cccc12 (configuration not stated)	-3	-0.3	-11	-6	3	nt	-2	nt	nt
CC1=C(C(=O)N2CCCCCC2)CC(CC(=O)NC2CCCCC2)C(=O)N1Cc1ccc(F)cc1 (configuration not stated)	nt	-0.1	10	0	-15	nt	-1	nt	nt
CN(C)c1ccc(/C=C2\C(=N)N3N=C(CC(=O)N4CCCC4)SC3=NC2=O)cc1Br	-1	0.8	-17	1	-11	1.2	1	-9	-2
COc1cccc(-c2ccc(NC(=O)C3CCCN(Cc4cnn(C(C)C)c4)C3)cc2)c1 (configuration not stated)	-4	4.8	13	-27	13	17	37	-1	-10
Cc1cc(NS(=O)(=O)c2ccc(NC(=O)c3ccc(Cl)cc3Cl)cc2)no1	-4	-0.9	-12	21	-4	-0.6	-2	-9	1
COc1ccc(C2NC(=O)NC(C)=C2C(=O)OCc2ccc3c(c2)OCO3)cc1OC (configuration not stated)	-2	0.2	-2	-5	8	0.2	3	-6	-1
COc1ccc(/C=C/C(=O)OCC(=O)NCCC2=CCCCC2)cc1OC	-5	2.8	-11	13	-21	-0.3	2	-24	1
Cc1nc(SCC(=O)Nc2ccc3c(c2)OCCO3)nc(C)c1C	-5	-0.1	-11	-12	14	0.9	2	-16	0
Cn1nc(C(=O)Nc2cccc(C(F)(F)F)c2)ccc1=O	-2	0.1	-1	9	-8	0.8	4	8	-9
COCCNc1nc(NCc2ccccc2OC)c2sccc2n1	-3	7.2	3	12	-14	nt	2	nt	nt
COc1ccc(/C=N/NC(=O)c2ccncc2)c(C(=O)O)c1OC	1	0.2	-24	-11	1	0.3	-2	-6	-12
